Giardia kill – kills Giardia lamblia. AID 540267. activity change, % at 7.66 µM, hits read low. 0.15% of 340,000 active. Giardia lamblia trophozoite viability; in the data active = activity change below about -80%; inconclusive = between about -30% and that limit;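 also: parasites exposed to compound for two days anaerobically before the ATP read; % is scaled to controls: 0 for no effect and ±100 for the full control effect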
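Media and compound were dispensed first, then trophozoites at 100 cells/well; plates sat 48 hrs at 37 deg C without oxygen before ATP luminescence reagent was added and read after 15-30 min at room temperature.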
Menin MLL FP TR – menin-MLL binding inhibition, Texas Red mutant peptide. O00255. Menin + Texas Red MLL mutant peptide, fluorescence polarization. Potency, µM (titrated, usually from 61.6 µM), for the others: top-dose FP activity change, negative = inhibition, most hits filed as inhibitors. 0.23% of 270,000 active. AID 1768; active = well fitted inhibition curve with a large enough effect in the polarisation, with a control signal flat, not every such curve was filed as active; inconclusive = small, poorly fitted or top-dose-only effect, or effect the other way, or a change in a side signal; inactive = no such curve, though single readings can be large or run the other way; the % refers to the polarisation; also: potency is read from the fitted curve at half-maximal effect; % of control where 0% means no effect; many of its hits are not listed in these tables
FLuc counter – inhibits or activates purified firefly luciferase, miR-21 counter-screen. P08659. purified FLuc, Km substrates, luminescence inhibition. Potency, µM (titrated, usually from 57.5 µM), without a hit: at the highest dose activity change, negative = inhibition, hits mostly inhibitors. 6.9% of 360,000 active;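 also: potency is read from the fitted curve at half-maximal effect; plate controls were vehicle for no effect and reference inhibitor for full effect; nearly all actives have a fitted effect of over 55% in size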
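Purified P. pyralis luciferase, 10 nM final, with Km-level 10 uM D-luciferin and 10 uM ATP in 50 mM Tris acetate pH 7.5, 10 mM Mg acetate, 0.01% Tween-20, 0.05% BSA; 6-point qHTS titration about 60 µM downward; luminescence read.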
p53 reactivator – mutant p53 re-activation in reporter cells; Potency, µM (series often up to 92.2 µM), without a hit: top-dose activity change, positive = activation, most hits filed as activators; AID 504706; H1299 p53-A138V BP100-luciferase reporter, luminescence, 24 h; 0.063% of 320,000 active; also: potency is read from the fitted curve at half-maximal effect; % of control where 0% means no effect; nearly all actives have a fitted effect of over 45% in size
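H1299 (p53-null), stable ts p53-A138V + BP100-Luc; 1000 cells/well, Opti-MEM/10% FBS; cpd 4 pt, 1:5; 24 h, 37 deg C, 5% CO2; detection reagent 10 min RT; luminescence.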
BRCA1 expr act – increases BRCA1 expression. MCF7-BRCA1-FFLuc reporter, luminescence, 48 h; response scale: scaled: vehicle 0%, 10 µM genistein 100%. Potency, µM (doses to about 46.1 µM), for the others: top-dose activation, actives largely listed as activators. 1.1% of 380,000 active; also: potency is read from the fitted curve at half-maximal effect; nearly all actives have a fitted effect of over 80% in size; some results filed as inactive show a strong effect at the top dose
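Luminescence from a BRCA1-driven firefly luciferase in MCF7 cells was the read-out, taken 15 min after substrate addition following 48 h compound exposure at 37 °C. Data were normalized to a 10 microM genistein control and DMSO vehicle.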
PKM2 activator – PKM2 (human) enzyme activation. P14618. purified PKM2, Kinase-Glo ATP luminescence, activation; response scale: 0% is enzyme alone, no compound. 0.34% of 260,000 active. AID 1631. Potency, µM (top dose mostly 57.5 µM), for the others: at the top dose activation, usual class: activators; also: potency is read from the fitted curve at half-maximal effect; % is scaled to controls: 0 for no effect and ±100 for the full control effect; nearly all actives have a fitted effect of over 55% in size
Target sequence (P14618 whole entry, looked up): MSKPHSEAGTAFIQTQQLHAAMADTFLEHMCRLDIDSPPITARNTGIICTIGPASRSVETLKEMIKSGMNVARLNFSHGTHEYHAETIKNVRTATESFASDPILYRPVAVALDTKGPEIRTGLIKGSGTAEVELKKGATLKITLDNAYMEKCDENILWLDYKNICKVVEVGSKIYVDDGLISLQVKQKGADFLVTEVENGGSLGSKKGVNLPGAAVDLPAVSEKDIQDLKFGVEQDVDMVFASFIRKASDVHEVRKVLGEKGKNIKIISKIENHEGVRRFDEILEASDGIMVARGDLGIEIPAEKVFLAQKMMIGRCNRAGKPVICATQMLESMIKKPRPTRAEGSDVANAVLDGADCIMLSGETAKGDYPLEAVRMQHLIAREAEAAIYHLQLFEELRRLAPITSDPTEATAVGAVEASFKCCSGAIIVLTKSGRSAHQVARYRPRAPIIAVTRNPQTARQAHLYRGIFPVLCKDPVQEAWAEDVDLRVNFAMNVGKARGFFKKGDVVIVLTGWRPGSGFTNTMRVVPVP
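Purified hPK-M2 (>95%) run at intermediate activity with 0.1 mM ADP and 0.5 mM PEP in 50 mM imidazole pH 7.2, KCl, MgCl2; 1 h room temperature. ATP formed read by Kinase-Glo luminescence; normalized to uninhibited and no-enzyme controls.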
ELG1 genotoxic – genotoxicity induction in ELG1-luciferase HEK293T cells. HEK293T ELG1-luciferase reporter, luminescence, 16 h. Potency, µM (doses to about 46 µM), inactives show at the highest dose activity change, positive = activation, hits mostly activators. 1.3% of 330,000 active; also: potency is read from the fitted curve at half-maximal effect; % of control where 0% means no effect; nearly all actives have a fitted effect of over 60% in size
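Step 1: seed 2,000 HEK293T ELG1-luciferase cells per well. Step 2: add compound or DMSO, incubate 16 hr at 37 °C. Step 3: ONE-Glo, 30 min at room temperature, read luminescence.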
Rab9 promoter act – Rab9 promoter activation | AID 485297 | 2.8% of 320,000 active | Huh7 Rab9 promoter-luciferase reporter, luminescence, 24 h | Potency, µM (highest dose often 9.22 µM), for inactives: top-dose activation, negative = inhibition, most hits filed as activators; also: potency is read from the fitted curve at half-maximal effect; % of control where 0% means no effect; nearly all actives have a fitted effect of over 60% in size
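Luciferase signal after 10 min detection reagent at ambient indicates Rab9 promoter upregulation; stably transfected Huh7 cells were treated 24 h with compound in DMSO at 37 °C, 5% CO2.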
VP16 counter – inhibits Gal4-VP16 luciferase reporter, ROR gamma counter-screen; Drosophila S2 Gal4-VP16 UAS-luciferase, luminescence, 20 h; Potency, µM (doses to about 53.6 µM), for inactives: top-dose activity, negative = inhibition, usual class: inhibitors; 3.5% of 310,000 active;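 also: Gal4-VP16 expression switched on by copper sulfate through the metallothionein promoter; potency is read from the fitted curve at half-maximal effect; % is scaled to controls: 0 for no effect and ±100 for the full control effect; nearly all actives have a fitted effect of over 50% in size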
RORgamma inh – ROR gamma (mouse) transcription inhibition. Potency, µM (titrated, usually from 53.6 µM), inactives show top-dose activity change, negative = inhibition, actives largely listed as inhibitors. 5.4% of 310,000 active. Drosophila S2 Gal4-RORgamma UAS-luciferase reporter, 20 h. P51450; also: potency is read from the fitted curve at half-maximal effect; % is scaled to controls: 0 for no effect and ±100 for the full control effect; nearly all actives have a fitted effect of over 60% in size
Target sequence (P51450 whole entry, looked up, the tested form may be a part): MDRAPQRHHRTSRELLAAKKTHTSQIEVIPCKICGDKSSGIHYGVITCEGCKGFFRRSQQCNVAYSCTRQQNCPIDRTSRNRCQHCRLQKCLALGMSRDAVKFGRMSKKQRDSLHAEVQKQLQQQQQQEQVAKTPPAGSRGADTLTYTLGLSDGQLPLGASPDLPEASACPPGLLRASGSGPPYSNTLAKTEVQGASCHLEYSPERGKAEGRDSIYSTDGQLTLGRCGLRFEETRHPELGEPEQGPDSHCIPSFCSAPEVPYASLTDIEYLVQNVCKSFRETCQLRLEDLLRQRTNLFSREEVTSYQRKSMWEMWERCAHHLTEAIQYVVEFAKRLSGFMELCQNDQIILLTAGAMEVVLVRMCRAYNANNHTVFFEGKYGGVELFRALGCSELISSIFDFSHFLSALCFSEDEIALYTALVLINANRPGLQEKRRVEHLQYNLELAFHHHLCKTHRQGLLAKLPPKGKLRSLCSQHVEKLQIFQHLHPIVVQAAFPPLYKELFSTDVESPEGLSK
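ROR gamma transcriptional activity was tracked as Gal4-UAS luciferase output in stably transfected Drosophila Schneider cells, with compound added 1 hr before 700 uM copper sulfate induction and a 20 hr ambient-temperature incubation.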
NPC1 prom act – NPC1 promoter activation. Huh7 NPC1 promoter luciferase reporter, 24 h. Potency, µM (top dose mostly 9.22 µM), for the others: top-dose activation, most hits filed as activators. 2.4% of 320,000 active. AID 485313;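 also: potency is read from the fitted curve at half-maximal effect; % of control where 0% means no effect; nearly all actives have a fitted effect of over 60% in size; reporter is driven by a mutant NPC1 promoter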
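Huh7 cells stably carrying NPC1 promoter–luciferase, plated in Opti-MEM with 10% FBS for 2 h, were exposed to compound in DMSO for 24 h at 37 °C; luciferase reagent was added for 10 min and luminescence read.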
Starred values were filed as active, the others as inactive; u = inconclusive; x = no result given; [ ] = remark or other dose. Unless noted, calls follow the shape of the dose curve; as a rule, active = well fitted curve in the direction sought with a large enough effect; inconclusive = small, poorly fitted or top-dose-only effect, or another doubt; inactive = no such curve, though single readings can be large; an effect the other way counts as inactive or inconclusive.

Below each SMILES: Giardia kill	Menin MLL FP TR	FLuc counter	p53 reactivator	BRCA1 expr act	PKM2 activator	ELG1 genotoxic	Rab9 promoter act	VP16 counter	RORgamma inh	NPC1 prom act
O=C(Nc1ccc(Cl)c([N+](=O)[O-])c1)c1ccc2c(c1)OCCO2
  -29	u	6µM*	29%	60%	0%	u	0.89µM*	2%	27%	u
CN(CC(=O)NCc1ccccc1)S(=O)(=O)c1ccc2c(c1)CCC(=O)N2
  15	x	5%	-2%	13%	x	5%	-4%	-12%	-30%	-1%
CCOC(=O)C1CCN(C(=O)c2ccc3c(c2)OCO3)CC1
  -5	-2%	4%	3%	-1%	-2%	1%	2%	-5%	-24%	-1%
N=c1oc2cc(O)ccc2cc1C(=O)Nc1ccc(Cl)cc1
  4	-67%	3µM*	31%	u	x	u	3.2µM*	2µM*	2.2µM*	2.2µM*
Cc1ccc(-c2nc(N)n(S(C)(=O)=O)n2)cc1
  3	u	-14%	u	90%	-17%	20%	13%	3%	43%	8%
C[C@@H]1CCCCCCCCCCC1=O
  -1	6%	-2%	-1%	-8%	x	0%	1%	-1%	-18%	-5%
COc1ccc2oc(=O)c(C(=O)Oc3ccc(NC(C)=O)cc3)cc2c1
  -21	22%	-1%	9%	-5%	0%	2%	0%	-8%	-14%	4%
Cc1cccc(NC(=O)CSc2nnc(C3CC3)n2CC2CCCO2)c1 (centres undefined)
  2	-9%	0%	5%	4%	2%	-8%	-3%	0%	-6%	0%
CC1CCCC(C)N1C(=O)CN1C(=O)C(C)(C)Oc2ccc(C(=O)NC3CCCCC3)cc21 (centres undefined)
  3	-2%	10%	x	0%	-3%	x	x	18%	14%	x
Cc1ccc(-c2nc3ccccc3s2)cc1NC(=O)c1ccc2c(c1)OCO2
  -1	-7%	4.8µM*	5%	3%	0%	-1%	-3%	2%	u	11%
COc1ccc(S(=O)(=O)NCC2CCC(C(=O)NCc3cccnc3)CC2)cc1 (centres undefined)
  2	11%	-1%	0%	-22%	-7%	0%	0%	-7%	-10%	-2%
OC(COC(c1ccccc1)c1ccccc1)CN1CCN(c2ccccn2)CC1 (centres undefined)
  23	-16%	4%	-7%	-21%	-1%	-4%	-4%	0%	15%	0%
CCN(C(=O)c1ccc(Br)o1)C1CCS(=O)(=O)C1 (centres undefined)
  0	x	4%	-2%	1%	x	7%	-3%	x	x	1%
CCOC(=O)[C@H]1[C@H]2COc3ccc(Cl)cc3[C@@H]2N2C(=O)CN(Cc3ccc(C)cc3)C(=O)[C@@]12C
  -5	x	0%	-18%	-28%	x	-4%	-4%	x	x	1%
O=C(CN1CCCCC1)Nc1nc(-c2ccc(Cl)cc2)cs1
  6	-27%	17µM*	3%	92%	x	7%	1%	-25%	0%	1%
CCCN1CCC2(CC1)NC(C(=O)O)Cc1c2[nH]c2ccccc12 (centres undefined)
  13	-5%	3%	9%	1%	x	-7%	0%	4%	-2%	1%
O=C(COc1cccc(C(F)(F)F)c1)N1CCN(c2ccccc2O)CC1
  -2	-23%	1%	-3%	-20%	11%	19%	0%	7%[10 µM]	u	-2%
CC(C)c1ccc(-n2ccnc2SCC(=O)O)cc1
  12	6%	u	-2%	-9%	-3%	-1%	0%	-3%	u	-8%
Cc1ccc(C)c(OCCC(=O)OCc2csc(CC(=O)Nc3ccccc3C)n2)c1
  -1	x	3%	7%	-2%	x	1%	-2%	x	x	-5%
Cc1cccc(S(=O)(=O)Nc2ccncc2)c1
  7	-22%	-1%	3%	-23%	x	0%	-1%	0%	9%	0%
O=S(=O)(Nc1ccccc1Cl)c1ccc(NS(=O)(=O)c2cccs2)cc1
  -13	17%	1%	-4%	-7%	u	-11%	2%	12%	-8%	-1%
O=c1[nH]c2cc3c(cc2cc1CN(Cc1ccc2c(c1)OCO2)Cc1nnnn1CC1CCCO1)OCO3 (centres undefined)
  -12	u	0%	-6%	-40%	3%	3%	2%	-2%	28%	-2%
Fc1ccc(/C=C/c2nnc(-c3cccs3)o2)cc1
  u	-5%	2.7µM*	u	2µM*	1%	10µM*	1.1µM*	-17%	-9%	2.2µM*
C/C(=N\NC(=O)c1cccc(S(=O)(=O)N2CCCC2)c1)c1ccncc1
  -17	x	1%	8%	-11%	x	0%	-8%	x	x	0%
Cc1cc(C)n2nc(SCC(=O)N/N=C/c3cccc(Br)c3)nc2n1
  -12	-4%	-15%	x	16%	31%	x	x	10%	u	x
Cc1ccc(S(=O)(=O)Cc2sc3ccccc3[n+]2C)cc1
  8	2%	1%	3%	-46%	u	-1%	2%	-24%	16%	-1%
O=C(CN1C(=O)c2ccccc2C1=O)OCC(=O)N1CCc2ccccc2C1
  -11	11%	1%	0%	10%	3%	3%	6%	0%	-1%	4%
COc1ccc(CC(=O)Nc2oc(-c3ccccc3)c(-c3ccccc3)c2C#N)cc1OC
  1	-14%	-3%	4%	-24%	1%	-1%	-2%	-7%	u	-2%
CC(C)c1cc(C(=O)Nc2ccc3c(c2)OCO3)no1
  -19	1%	3.4µM*	u	50%	-9%	2.1µM*	1.6µM*	u	u	2.8µM*
CC1(C)C2CCC13CS(=O)(=O)NC3C2 (centres undefined)
  2	1%	4%	-2%	-8%	6%	9%	-4%	-5%	-10%	1%
CCOC(=O)Cc1csc(NC(=O)c2cc3c(s2)CCCC3)n1
  -12	2%	1.3µM*	18%	-9%	-3%	u	0.56µM*	-24%	-42%	1.4µM*
c1cncc(-c2nc(-c3ccc4c(c3)OCCO4)cs2)c1
  -5	23%	1.7µM*	u	u	x	u	0.56µM*	0%	-15%	0.89µM*
O=C(C[n+]1ccc2c(c1)nnn2-c1ccccc1)c1ccc(Cl)cc1
  1	x	-1%	0%	11%	-10%	-3%	-5%	2%	0%	1%
Nc1ccccc1N1CCOCC1
  -13	-3%	1%	1%	5%	10%	0%	-2%	-14%	5%	-2%
COc1cc(NC(=O)N2CCNC2=O)cc(C(=O)Nc2cccc(C(F)(F)F)c2)c1
  -7	x	u	7%	-62%	-1%	0%	-21%	3%	0%	-38%[inhibitor]
CCOC(=O)CSc1nnc(-c2ccc(S(=O)(=O)N3CCC(C)CC3)cc2)o1
  -11	34%[activator]	3%	2%	1%	-1%	0%	0%	-3%	-10%	-6%
COc1c(/C=N/NC(=O)c2ccncc2)c(CCN(C)C(C)=O)cc2c1OCO2
  -4	x	u	3%	-7%	3%	1%	-3%	1%	4%	2%
Cc1cccc(N2CCN(S(=O)(=O)c3ccc(S(=O)(=O)N4CCCC4)cc3)CC2)c1C
  -13	-5%	7%	-4%	1%	-1%	1%	-3%	-2%	-8%	0%
COc1cccc(CNC(=O)c2c[nH]n3c(=O)c(Cl)c(C)nc23)c1
  -16	u	-5%	-6%	0%	-6%	0%	0%	-12%	10%	4%
Cc1ccc(-n2c(O)c(/C=N/c3ncn[nH]3)c3ccccc3c2=O)cc1
  2	u	-13%	5%	-24%	0%	-6%	-1%	-6%	9%	-8%
CC(=O)c1ccc(N2CCN(C(=O)CCS(=O)(=O)c3ccc(C)cc3)CC2)cc1
  -3	-3%	-5%	10%	37%	5%	4%	-1%	11%	30%	0%
Cc1nn(Cc2ccc(Cl)cc2Cl)c(C)c1NC(=O)c1nc2n(n1)C(C(F)F)CC(C)N2 (centres undefined)
  -20	-9%	4%	-36%[inhibitor]	-16%	-16%	-4%	-1%	-4%	20%	-5%
CC(=O)c1cccc(NC(=S)NC(=O)c2ccccc2Cl)c1
  10	-2%	u	u	2%	-3%	4%	11%	-86%	13µM*	16%
COc1cccc(CNC(=O)c2nnn(CC(=O)Nc3ccc4c(c3)OCO4)c2N)c1
  -27	20%	-5%	0%	-1%	-3%	0%	-7%	-3%	7%	1%
Cc1cccc(C)c1NC(=S)N1CCC(c2ccccc2)C1 (centres undefined)
  13	2%	-5%	3%	0%	-7%	-7%	-2%	35µM*	16µM*	-2%
Cc1c(C)c2ccc(OCC(=O)N3CCN(C(=O)C4COc5ccccc5O4)CC3)cc2oc1=O (centres undefined)
  -17	x	u	-4%	37%	x	-11%	-1%	11%	41%	-3%
O=C(N1CCOCC1)N1CCN(c2nc(-c3ccccc3)cs2)CC1
  -26	-19%	21µM*	5%	50%	-8%	-5%	u	25%	-8%	30%
CC1CCN(CCc2nc3cc(NC(=O)COc4ccccc4)ccc3n2C)CC1
  8	x	2%	9%	20%	x	0%	2%	-1%	3%	12%
COc1ccc(N2C(=O)C3CCCN3C2c2ccc(C)cc2)cc1Cl (centres undefined)
  -9	-7%	-2%	-5%	5%	0%	7%	-2%	1%	29%	-3%

From PubChem BioAssay

Not all compounds are listed; the hit share may differ from the screen's.
